Assay outcomes deposited in PubChem BioAssay by Broad Institute.
IDH1 mut inh = IDH1 R132H (human) inhibition. O75874. IDH1 R132H reductase, diaphorase/resazurin fluorescence, 60 min. inhibition, % at 10 µM. 70,000 compounds, 0.18% hits; in the data active = inhibition above about 34%;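 also: 0% = DMSO and 100% = no enzyme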
Target sequence (O75874 whole entry R132H): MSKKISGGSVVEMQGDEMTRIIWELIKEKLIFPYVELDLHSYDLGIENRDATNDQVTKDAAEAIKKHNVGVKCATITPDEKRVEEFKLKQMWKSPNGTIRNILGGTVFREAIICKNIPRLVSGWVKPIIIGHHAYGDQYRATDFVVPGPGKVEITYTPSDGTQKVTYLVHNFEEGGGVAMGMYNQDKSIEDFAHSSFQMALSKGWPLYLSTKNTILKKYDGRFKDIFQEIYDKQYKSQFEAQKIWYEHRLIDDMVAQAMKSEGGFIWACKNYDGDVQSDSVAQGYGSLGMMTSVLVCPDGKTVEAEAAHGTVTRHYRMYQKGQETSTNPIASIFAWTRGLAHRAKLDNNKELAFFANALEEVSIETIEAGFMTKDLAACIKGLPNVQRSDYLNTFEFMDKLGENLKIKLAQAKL
PRC2 inh = blocks human EZH2/PRC2 H3K27 methylation; Q15910; DELFIA TRF, 1 h; inhibition, % at 12.5 µM; 57,000 compounds, 0.35% hits;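 active = mean inhibition of replicates at least 50% and every single replicate also reaching 50%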;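 also: dimethyl H3K27 on biotinylated H3 21-44 peptide detected by antibody; plate controls were median neutral control wells for no effect and median positive control wells for full effect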
* marks the source's active call; other numbers are inactive results; · = not tested or not shown; & = joins results of further samples.

SMILES	IDH1 mut inh	PRC2 inh
C[C@@H]1CCCCO[C@@H](CN(C)C(=O)c2ccncc2)[C@@H](C)CN([C@H](C)CO)C(=O)c2cc(NS(=O)(=O)c3ccccc3)ccc2O1	2.6	·
COC(=O)c1ccc(NC(=O)CCC(=O)c2ccc(C)cc2C)cc1	-0.1	10
C[C@@H]1CN([C@H](C)CO)C(=O)c2cc(C#CC(C)(C)O)cnc2O[C@@H]1CN(C)C(=O)c1ccccc1F	0.2	-10
COc1cc(NC(=O)C(=O)NCCN2CCNCC2)c(OC)cc1Cl	-0.1	0
CN(C)CC(=O)Nc1ccc2c(c1)[C@@H]1C[C@@H](CC(=O)NCc3ccccn3)O[C@@H](CO)[C@@H]1O2	1.1	9
O=C1C(=O)N(CCN2CCOCC2)C(c2ccc(Cl)cc2)C1C(=O)c1cccs1 (stereo not given)	-0.2	3
COCCNC(=O)C[C@@H]1C[C@H]2c3cc(NC(=O)NC4CCCCC4)ccc3O[C@H]2[C@H](CO)O1	-0.3	0
CNC[C@H]1OCCCC[C@H](C)Oc2ccc(NC(=O)Nc3ccccc3)cc2C(=O)N([C@@H](C)CO)C[C@@H]1C	1.4	-4
CCC(=O)Nc1ccc2c(c1)C(=O)N(C)C[C@H](OC)[C@H](C)CN[C@@H](C)CO2	0.1	-1
C[C@@H]1CCCCO[C@H](CN(C)C(=O)Nc2ccc(C(F)(F)F)cc2)[C@@H](C)CN([C@@H](C)CO)C(=O)c2cc(NC(=O)CCC(F)(F)F)ccc2O1	0.2	·
C[C@@H]1CCCCO[C@H](CN(C)C(=O)Nc2ccc3c(c2)OCO3)[C@H](C)CN([C@H](C)CO)C(=O)c2cc(NC(=O)Nc3ccc(C(F)(F)F)cc3)ccc2O1	0.5	·
C[C@@H]1CN([C@@H](C)CO)C(=O)c2cc(NC(=O)Cc3ccccc3)ccc2O[C@@H]1CN(C)C	0.6	-1
COc1ccccc1NC(=O)N(C)C[C@H]1Oc2cc(Br)ccc2S(=O)(=O)N([C@H](C)CO)C[C@@H]1C	-0.1	2&-1
CO[C@H](CN(C)S(=O)(=O)c1cccc(Cl)c1)[C@H](C)CN([C@H](C)CO)S(=O)(=O)c1ccc(Cl)cc1	-0.1	23
C[C@H]1CN([C@@H](C)CO)C(=O)c2cc(NC(=O)Cc3ccccc3)ccc2O[C@H]1CN(C)S(=O)(=O)c1cn(C)cn1	-0.9	·
C[C@@H]1CN([C@H](C)CO)S(=O)(=O)c2ccc(C#Cc3cccc(F)c3)cc2O[C@H]1CN(C)S(=O)(=O)c1ccccc1F	0.2	14
O=C(N/N=C/c1ccccc1Cl)c1ccccn1	0.1	11
COc1cccc(C(=O)Nc2ccc3c(c2)OC[C@H](C)N(CCc2ccccc2)C[C@H](C)[C@H](OC)CN(C)C3=O)c1	0.2	-1
CCn1c(SCc2nc3ccccc3[nH]2)nc2sc(C)c(C)c2c1=O	-0.4	4
C[C@H]1CN([C@@H](C)CO)C(=O)c2cc(NS(=O)(=O)c3cn(C)cn3)ccc2O[C@@H]1CN(C)Cc1ccc(C(F)(F)F)cc1	0.6	-3
O=[N+]([O-])c1ccccc1S(=O)(=O)N1CCN(Cc2cccc(OCCO)c2)CC1	-0.7	-1
CO[C@@H]1CN(C)C(=O)c2ccc(NC(=O)C3CC3)cc2OC[C@@H](C)N(Cc2nccs2)C[C@H]1C	-0.1	4
COCC(=O)Nc1ccc2c(c1)OC[C@H](C)N(Cc1ccccn1)C[C@@H](C)[C@H](OC)CN(C)C2=O	-0.1	6
C[C@H]1CN([C@@H](C)CO)C(=O)c2cc(C#CC3CCCCC3)cnc2O[C@@H]1CN(C)S(=O)(=O)c1cccc(F)c1	-0.1	7
C[C@H](CO)N1C[C@H](C)[C@H](CN(C)S(=O)(=O)c2ccc(C#N)cc2)Oc2ncc(-c3cccc(F)c3)cc2C1=O	-0.3	-7
Cc1ccc(S(=O)(=O)Nc2ccc3c(c2)CC(=O)N([C@H](C)CO)C[C@H](C)[C@@H](CN(C)S(=O)(=O)c2ccc(Cl)cc2)O3)cc1	-1.4	·
C[C@@H]1CN([C@@H](C)CO)S(=O)(=O)c2ccc(C3=CCCC3)cc2O[C@H]1CN(C)C(=O)c1ccccn1	3.0	-18
CCCC#Cc1cnc2c(c1)C(=O)N([C@H](C)CO)C[C@H](C)[C@H](CN(C)Cc1ccncc1)O2	0.1	·
Cc1cc(=O)n2[nH]c(NCc3cccc([N+](=O)[O-])c3)nc2n1	0.3	7
COc1ccc(CNC(=O)C[C@H]2C[C@H]3c4cc(NS(=O)(=O)c5ccc(F)cc5)ccc4O[C@H]3[C@H](CO)O2)cc1	-0.7	1
C[C@@H]1CN([C@@H](C)CO)C(=O)c2cc(C#Cc3ccccn3)cnc2O[C@@H]1CN(C)C(=O)CCN1CCCCC1	·	2
C[C@H]1CN([C@@H](C)CO)C(=O)Cc2cc(NS(=O)(=O)c3ccccc3)ccc2O[C@@H]1CN(C)Cc1ccc(Cl)c(Cl)c1	0.3	14
CCCC(=O)Nc1ccc2c(c1)C(=O)N(C)C[C@H](OC)[C@@H](C)CN(Cc1nccs1)[C@H](C)CO2	-0.4	3
CCCc1cc(=O)[nH]c(Nc2nc(C)c3cc(OC)ccc3n2)n1	-0.2	6
C[C@H](CO)N1C[C@H](C)[C@@H](CN(C)C(=O)c2cccc(F)c2)Oc2ncc(-c3cncnc3)cc2C1=O	-2.9	20
CCC(=O)Nc1ccc2c(c1)OC[C@@H](C)N(C(=O)c1ccccn1)C[C@H](C)[C@H](OC)CN(C)C2=O	-0.2	-14
COc1ccccc1-c1cn(CC[C@H]2CC[C@@H](NC(=O)C3CC3)[C@@H](CO)O2)nn1	-0.3	7
C[C@@H]1CN([C@@H](C)CO)C(=O)c2cc(-c3cccnc3)cnc2O[C@@H]1CN(C)C(=O)Nc1ccc2c(c1)OCO2	-0.6	-4
O=C(C[C@@H]1C=C[C@@H](NC(=O)Nc2ccc3c(c2)OCO3)[C@H](CO)O1)NCc1ccccc1	0.1	3
O=C1CC(c2nc3ccccc3n2CCCOc2ccccc2)CN1c1ccccc1 (stereo not given)	-0.5	7
CO[C@H]1CN(C)C(=O)c2cc(NC(=O)c3ccno3)ccc2OC[C@H](C)N(S(C)(=O)=O)C[C@@H]1C	0.1	-3
C[C@@H]1CN([C@@H](C)CO)C(=O)c2cc(NC(=O)CCC(F)(F)F)ccc2O[C@@H](C)CCCCO[C@H]1CN(C)Cc1ccc(C(=O)O)cc1	0.1	·
CCCn1nnc(NC(=O)COc2ccc(C)cc2)n1	0.4	5
c1ccc2c(c1)nc1n2CN(C2CCCCC2)CN1	-0.3	-14
CO[C@@H](CN(C)C(=O)C1CC1)[C@@H](C)CN(C(=O)Nc1ccc(C(F)(F)F)cc1)[C@H](C)CO	0.1	8
C[C@@H]1CN([C@@H](C)CO)C(=O)c2cccc(NC(=O)C3CC3)c2O[C@H]1CN(C)S(=O)(=O)c1ccc(F)cc1	1.3	-3
COc1ccccc1N1CCN(CCCCN2C(=O)CCC2=O)CC1	-1.1	-16
Cc1noc(C)c1NC(=O)N(C)C[C@@H]1Oc2ccc(NC(=O)Nc3cccc4ccccc34)cc2CC(=O)N([C@H](C)CO)C[C@@H]1C	-9.1	·
C[C@@H]1CCCCO[C@H](CN(C)S(=O)(=O)c2ccccc2)[C@@H](C)CN([C@H](C)CO)C(=O)c2cc(NC(=O)CCC(F)(F)F)ccc2O1	-3.4	·
C[C@H]1CN([C@@H](C)CO)C(=O)Cc2cc(NC(=O)NC3CCCCC3)ccc2O[C@H]1CN(C)C(=O)Nc1ccccc1	-7.2	-4
COc1ccc(CNC(=O)C[C@H]2C=C[C@@H](NC(=O)c3ccc4c(c3)OCO4)[C@H](CO)O2)cc1	0.1	-8
CCn1c(SCC(=O)c2ccc(F)cc2)nnc1-c1cccnc1	0.7	10
Cc1ccc(S(=O)(=O)Nc2cccc3c2O[C@@H](CN(C)C(=O)Nc2ccc4c(c2)OCO4)[C@@H](C)CN([C@H](C)CO)C3=O)cc1	-4.9	·
O=C(Cn1c(C(F)(F)F)nc2ccccc21)NCc1ccco1	-0.3	0
C[C@H](CO)N1C[C@H](C)[C@H](CN(C)C(=O)C2CCCCC2)OCCCC[C@H](C)Oc2ccc(NC(=O)Nc3cccc4ccccc34)cc2C1=O	1.1	·
CCOc1ccc2nc(SCC(=O)Nc3ccc(Cl)cc3)[nH]c2c1	0.1	16
CCCNC(=O)N[C@@H]1CC[C@@H](CCn2cc(C3CCCCC3)nn2)O[C@@H]1CO	0.2	-25
Cc1noc(C)c1NC(=O)Nc1ccc2c(c1)CC(=O)N([C@H](C)CO)C[C@@H](C)[C@H](CN(C)Cc1ccc(C(=O)O)cc1)O2	4.9	·
CO[C@@H]1CN(C)C(=O)c2ccc(NC(=O)c3cccc(Oc4ccccc4)c3)cc2OC[C@@H](C)NC[C@H]1C	-0.6	-15
C[C@H](CO)N1C[C@H](C)[C@@H](CN(C)S(=O)(=O)c2ccccc2)Oc2ccc(NC(=O)C3CC3)cc2CC1=O	-8.1	7
Remaining list, next part
SMILES	IDH1 mut inh	PRC2 inh
COc1ccc(NC(=O)Nc2ccc3c(c2)C(=O)N([C@H](C)CO)C[C@@H](C)[C@H](CN(C)C(=O)Nc2ccc(C(F)(F)F)cc2)OCCCC[C@@H](C)O3)cc1	2.6	·
COC(=O)c1sccc1NC(=O)COc1cccc(C)c1	-0.2	12
Cc1noc(C)c1NC(=O)Nc1cccc2c1O[C@@H](CN(C)S(=O)(=O)c1cccs1)[C@@H](C)CN([C@H](C)CO)C2=O	2.0	·
CC(C)NC(=O)N(C)C[C@H]1OCCCC[C@H](C)Oc2ccc(NC(=O)NC3CCCCC3)cc2C(=O)N([C@@H](C)CO)C[C@H]1C	·	4
O=C1c2ccccc2C(=O)N1CCCc1nc(-c2ccncc2)no1	-0.5	1
CCCC#Cc1ccc2c(c1)O[C@@H](CN(C)C(=O)Nc1ccccc1F)[C@@H](C)CN([C@H](C)CO)S2(=O)=O	·	-17
O=C1O[C@H](c2ccccc2)[C@H](c2ccccc2)N2[C@H]1[C@@H](C(=O)NC[C@H](O)c1ccccc1)[C@]1(C(=O)Nc3ccc(C#CCCO)cc31)[C@H]2c1ccccc1OCCO	·	-23
C[C@@H]1CN([C@@H](C)CO)C(=O)c2cc(NC(=O)c3ccncc3)ccc2O[C@H]1CN(C)Cc1ccc(C(=O)O)cc1	·	2
C[C@@H]1CN([C@@H](C)CO)S(=O)(=O)c2ccc(C#CC3CC3)cc2O[C@H]1CN(C)C(=O)Nc1cc(F)ccc1F	·	-12
C[C@H](CO)N1C[C@H](C)[C@H](CN(C)S(=O)(=O)c2cccs2)Oc2ccc(NC(=O)CCCCCC(=O)Nc3ccccc3N)cc2CC1=O	-0.1	-3
C[C@H](CO)N1C[C@H](C)[C@H](CN(C)C)Oc2ccc(NC(=O)CCC(F)(F)F)cc2C1=O	1.6	0
CO[C@H]1CN(C)C(=O)c2ccc(NC(=O)C3CC3)cc2OC[C@H](C)N(C(=O)Cc2ccccn2)C[C@H]1C	0.0	5
Cc1noc(C)c1NC(=O)Nc1ccc2c(c1)CC(=O)N([C@@H](C)CO)C[C@H](C)[C@@H](CN(C)Cc1ccc(-c3ccccc3)cc1)O2	-2.8	·
CN(C)c1ccc2c(c1)[C@H]1C[C@H](CC(=O)NCCN3CCCCC3)O[C@H](CO)[C@H]1O2	-9.4	1
CC(C)NC(=O)Nc1ccc2c(c1)C(=O)N([C@@H](C)CO)C[C@@H](C)[C@@H](CN(C)C(=O)Nc1ccccc1)OCCCC[C@@H](C)O2	2.2	15
COCC#Cc1cnc2c(c1)C(=O)N([C@H](C)CO)C[C@H](C)[C@@H](CN(C)C(=O)C1CC1)O2	·	2
CCC(=O)Nc1ccc2c(c1)OC[C@H](C)N(Cc1cccnc1)C[C@@H](C)[C@H](OC)CN(C)C2=O	-0.2	3
O=C(C[C@@H]1C=C[C@@H](NC(=O)c2ccccc2)[C@@H](CO)O1)NCc1ccncn1	0.0	-1
CN1CCN(C(=O)C[C@@H]2C[C@@H]3c4cc(NC(=O)C5CCOCC5)ccc4O[C@@H]3[C@H](CO)O2)CC1	0.0	8
C[C@H]1CN([C@@H](C)CO)C(=O)c2cc(C#CCc3ccccc3)cnc2O[C@H]1CN(C)C(=O)Cc1cccnc1	1.0	2

This is a subset (hit frequency here may not be typical).
